BAZ2B block: blocks human BAZ2B. Q9UIF8. AlphaScreen BAZ2B-H3K14Ac peptide displacement. 360,000 compounds, 4.4% hits. Potency, µM (top dose mostly 114 µM), for inactives: at the highest dose activity change, negative = inhibition, hits mostly inhibitors. AID 504333; note: % is set by controls: 0 for no effect and ±100 for the full control effect; nearly all actives have a fitted effect of over 60% in size
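Protein-peptide AlphaScreen: BAZ2B 50 nM, b-H3K14Ac 50 nM, 1x PBS pH 7.4 + 0.01% Tween-20. Preincubation 30 min RT; cpd 30 min RT (top 110 uM); beads 20 min RT, light-protected.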
POLH inh: inhibitors of human DNA polymerase eta | Q9Y253 | recombinant Pol eta, fluorescent DNA replication assay | Potency, µM (titrated, usually from 114 µM), for inactives: top-dose activity change, negative = inhibition, hits mostly inhibitors | 390,000 compounds, 1.2% hits | AID 588591; note: % is set by controls: 0 for no effect and ±100 for the full control effect
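Fluorescent replication assay: 50 nM final substrate added after a 15 min room-temperature compound preincubation with 10 nM enzyme. Signal taken at 0 min and again at 10 min.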
POLB inh: DNA polymerase beta (human) inhibition; Pol beta primer extension/strand displacement, fluorescence kinetic; Potency, µM (doses to about 114 µM), without a hit: at the highest dose activity change, negative = inhibition, actives largely listed as inhibitors; 340,000 compounds, 1.3% hits; note: % is set by controls: 0 for no effect and ±100 for the full control effect
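Human Pol beta at 10 nM; strand-displacement substrate 50 nM final. Compound exposure 15 min at room temperature before start, reaction 10 min at room temperature.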
Pol kappa inh: blocks human DNA polymerase kappa activity. 400,000 compounds, 0.53% hits. Q9UBT6. Potency, µM (series often up to 107 µM), for the others: at the highest dose activity, negative = inhibition, usual class: inhibitors. purified Pol kappa, fluorescent DNA synthesis assay, 10 min; note: % is set by controls: 0 for no effect and ±100 for the full control effect
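Kinetic fluorescence screen: compound preincubated 15 min RT with 10 nM enzyme; 50 nM substrate (final) initiates; reads at 0/10 min.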
G9a inh: blocks human histone lysine methyltransferase G9a. G9a H3K9 monomethylation, AlphaScreen, 2 h. Potency, µM (highest dose often 102 µM), without a hit: at the top dose activity, negative = inhibition, hits mostly inhibitors. 350,000 compounds, 8.8% hits. AID 504332; note: % is set by controls: 0 for no effect and ±100 for the full control effect; nearly all actives have a fitted effect of over 75% in size
Target sequence (Q96KQ7 913-1193 limits assumed): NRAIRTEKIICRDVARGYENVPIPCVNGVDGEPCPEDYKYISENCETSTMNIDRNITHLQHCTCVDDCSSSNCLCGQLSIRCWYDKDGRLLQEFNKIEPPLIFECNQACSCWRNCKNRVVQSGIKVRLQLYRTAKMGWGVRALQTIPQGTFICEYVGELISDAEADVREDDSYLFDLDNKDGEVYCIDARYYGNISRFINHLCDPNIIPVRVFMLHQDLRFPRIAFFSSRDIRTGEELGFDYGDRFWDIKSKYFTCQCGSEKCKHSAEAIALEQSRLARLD
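Using a bead-based AlphaScreen, monomethylated H3K9 product from 2 h room-temperature reactions (G9a 20 nM, peptide 500 nM, SAM 20 uM) was detected with 0.5 ug/mL rabbit anti-H3K9me1 antibody.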
APE1 inh: blocks human APE1 abasic DNA cleavage; recombinant APE1, TAMRA/BHQ-2 abasic DNA cleavage fluorescence; P27695; Potency, µM (series often up to 65.8 µM), for inactives: at the top dose activity change, negative = inhibition, most hits filed as inhibitors; 350,000 compounds, 0.35% hits;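 note: plate controls were vehicle for no effect and reference inhibitor for full effect; nearly all actives have a fitted effect of over 55% in size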
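APE1 at 0.75 nM final was preincubated with compound 15 min at room temperature, then 50 nM double-stranded THF abasic-site substrate (5'-TAMRA/3'-BHQ-2) was added. Fluorescence (ex 525/em 598 nm) was read kinetically; third-minus-first read gave activity.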
JMJD2A Tudor inh: inhibitors of human JMJD2A Tudor domain; AlphaScreen JMJD2A-Tudor / H3K4me3 peptide binding; Potency, µM (titrated, usually from 114 µM), without a hit: at the top dose activity change, negative = inhibition, most hits filed as inhibitors; 390,000 compounds, 4.4% hits; note: % is set by controls: 0 for no effect and ±100 for the full control effect; nearly all actives have a fitted effect of over 50% in size
BLM inh: inhibitors of human Bloom syndrome helicase BLM; 350,000 compounds, 0.2% hits; P54132; Potency, µM (highest dose often 56.1 µM), for the others: at the top dose activity change, negative = inhibition, usual class: inhibitors; recombinant BLM DNA unwinding, fluorescence dequenching;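 note: plate controls were vehicle for no effect and no enzyme for full effect; nearly all actives have a fitted effect of over 35% in size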
Pol iota inh: blocks human DNA polymerase iota activity | Potency, µM (doses to about 115 µM), inactives show at the top dose activity, negative = inhibition, actives largely listed as inhibitors | Q9UNA4 | Pol iota fluorescent replication assay, 10 min | 390,000 compounds, 1% hits
Target sequence (Q9UNA4 whole entry, looked up): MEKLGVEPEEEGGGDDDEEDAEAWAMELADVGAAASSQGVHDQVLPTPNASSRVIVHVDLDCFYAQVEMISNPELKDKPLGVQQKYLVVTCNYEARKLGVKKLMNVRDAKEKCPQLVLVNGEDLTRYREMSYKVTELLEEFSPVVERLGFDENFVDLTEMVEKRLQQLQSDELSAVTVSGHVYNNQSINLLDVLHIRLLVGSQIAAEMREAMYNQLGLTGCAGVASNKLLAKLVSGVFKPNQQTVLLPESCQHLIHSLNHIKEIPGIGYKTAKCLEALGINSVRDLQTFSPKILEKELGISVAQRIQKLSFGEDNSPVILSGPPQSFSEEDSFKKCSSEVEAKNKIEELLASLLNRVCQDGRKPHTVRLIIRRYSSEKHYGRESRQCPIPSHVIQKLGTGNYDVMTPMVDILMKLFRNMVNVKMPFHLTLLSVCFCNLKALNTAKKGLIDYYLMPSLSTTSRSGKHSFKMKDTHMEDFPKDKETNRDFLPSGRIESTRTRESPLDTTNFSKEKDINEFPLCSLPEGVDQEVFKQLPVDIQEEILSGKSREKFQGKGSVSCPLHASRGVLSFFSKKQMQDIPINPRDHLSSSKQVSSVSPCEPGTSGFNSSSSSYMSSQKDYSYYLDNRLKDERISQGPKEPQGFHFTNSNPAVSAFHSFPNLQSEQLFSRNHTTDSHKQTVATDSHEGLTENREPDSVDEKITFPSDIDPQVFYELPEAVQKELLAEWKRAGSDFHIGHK
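Fluorescent replication assay read twice, at 0 min and 10 min after adding 50 nM (final) substrate. Enzyme (10 nM) and compounds were first incubated 15 min at room temperature; enzyme-free buffer wells were negative controls.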
Numbers without * were called inactive; u = inconclusive; x = no result given; & = joins results of further samples; [ ] = another dose, or the depositor's remark. Calls come from the whole dose curve; as a rule, active = well fitted curve in the direction sought with a large enough effect; inconclusive = small, poorly fitted or top-dose-only effect, or another doubt; inactive = no such curve, though single readings can be large; an effect the other way counts as inactive or inconclusive. Potency is the fitted concentration of half-maximal effect. This is a subset. The share of hits here may be higher or lower than overall.

entry | mol | BAZ2B block | POLH inh | POLB inh | Pol kappa inh | G9a inh | APE1 inh | JMJD2A Tudor inh | BLM inh | Pol iota inh
1 | CCCN(CC(=O)Nc1ccccc1C)C(=O)C1CC(=O)N(c2ccc(C)cc2)C1 (configuration not stated) | 5.8% | -23.5% | x | -3.3% | 8.5% | 12.9% | 2.0% | x | 13.1%
2 | Cc1cc(C(F)(F)F)c(C#N)c(Sc2ccccc2)n1 | 181.3%[activator] | -14.3% | 1.4% | -6.4% | 98.9%[activator][59 µM] | -1.2% | 98.9%[activator] | -7.9% | -18.9%
3 | CCCCN(C)C(=O)c1nc2ccccn2c1CN(C)Cc1csc(C)n1 | 1.8% | -22.3% | 5.4% | -0.1% | -4.9% | -1.8% | -2.5% | -3.0% | 54.8%[activator]
4 | CCCCNC(=O)c1cn(C)c2ccc(S(=O)(=O)N3CCCC3)cc2c1=O | 9.0% | -2.3%&1.0% | 23.3%&-5.2% | -11.1%&3.9% | 38.4%[activator] | 61.9%[activator] | -16.9%&3.3% | -0.5%&0.3% | 9.9%&5.2%
5 | O=C(O)/C=C/C(=O)NNc1ncnc2ccccc12 | -17.4% | -7.7% | -17.2% | -14.5% | 28.5%[12.7 µM] | 0.1% | -9.8% | -0.5% | 2.0%
6 | CN1CCN(C(=O)c2ccc(F)c(F)c2)CC1 | -17.9% | -6.3% | 11.8% | -13.6% | -10.2% | 31.9% | -21.3% | 1.2% | 6.2%
7 | CC(=O)Nc1cccc(NC(=O)c2cc(-c3cccnc3)nc3ccc(Br)cc23)c1 | -14.1% | 5.2% | -0.4% | 0.6% | -9.9%[0.501 µM] | 10.8% | -30.3% | -0.2% | -3.6%
8 | COc1ccc(/C=N/NC2=NCCCCC2)c(OC)c1 | -17.2% | -19.3% | 4.1% | -1.1% | 11.2µM* | -3.3% | -10.9% | -6.2% | 127.8%[activator]
9 | COc1ccc(NC(=O)Cn2c(=O)n(C(C)C)c(=O)c3oc4ccccc4c32)cc1Cl | -29.9% | -23.7% | 3.3% | -2.4% | 2.1%[59 µM] | x | -15.0% | -2.6% | 6.0%
10 | CC(c1ccco1)N(C(=O)c1ccc(F)cc1)c1ccccn1 (configuration not stated) | u | -12.1% | 1.0% | -14.8% | -27.9% | 1.9% | -18.9% | -0.9% | 147.4%[activator]
11 | COc1ccccc1/C(C)=N/NC(=S)NCc1ccccc1 | u | u | 21.7% | -2.1% | -45.7% | -7.6% | u | -10.1% | 67.8%[activator]
12 | CC1CCN(CCCCOc2ccccc2-c2ccccc2)CC1 | 79.4µM* | 3.4% | -19.1% | -10.7% | 12.6µM* | 6.5% | 4.47µM* | 4.1% | 133.6%[activator]
13 | CN(Cc1ccccc1)C(=O)C1CCN(S(=O)(=O)Cc2ccccc2)CC1 | -2.9% | -12.3% | 37.1% | -13.9% | -4.9%[59 µM] | x | -24.5% | -2.3% | 2.0%
14 | COc1ccc(CCn2c(=O)c3cccnc3n(Cc3cccc([N+](=O)[O-])c3)c2=O)cc1OC | u | -13.5% | -24.9% | -5.5% | u | -0.8% | u | -0.7% | 9.0%
15 | C=CCn1c(Cc2cccs2)nnc1SCC(=O)Nc1cccc(OC)c1 | -7.0% | -1.4% | 13.2% | -7.1% | -24.3% | 14.9% | -28.8% | 0.4% | 5.3%
16 | Cc1[nH]cnc1CN1CCc2c(c3ccccc3n2C)C1=O | x | -22.7% | x | -1.3%[19.4 µM] | -29.3%[12.7 µM] | x | -22.3% | -3.6% | 21.9%
17 | COc1cc(C(=O)N(Cc2cccnc2)c2nc3cc(C)c(C)cc3s2)cc(OC)c1OC | -2.2% | -21.2% | -2.0% | -6.0%[60.1 µM] | 4.7%[59 µM] | x | 3.2% | 3.0% | -8.4%
18 | CS(=O)(=O)N1CCN(C(=O)NC2CCCCC2)CC1 | -8.6% | -14.3% | 36.8% | 5.2% | 2.9% | 2.9% | -8.6% | -3.6% | 37.1%[activator]
19 | CCN1CCN(C(=O)N(c2ccccc2)c2ccccc2)CC1 | -0.4% | -8.8% | -2.8% | 5.1% | u | 46.6%[activator] | -5.3% | 0.0% | u
20 | CCOC(=O)c1ccc(NC(=O)c2noc3c2CCCC3)cc1 | 29.6%[57.1 µM] | -13.4% | -14.3% | -13.0% | -6.5%[59 µM] | x | 6.8% | -2.8% | -2.4%
21 | O=C1C(O)CCN1C1CCCCC1 (configuration not stated) | x | 3.8% | x | -9.1% | x | x | -13.0% | x | 61.9%[activator]
22 | COc1ccc(CCNC(=O)c2cc3c(=O)n(C)c4ccccc4c3n2C)cc1OC | -29.5% | -15.5% | 7.4% | 8.5% | 11.1% | -0.6% | -11.3% | -10.5% | 29.9%
23 | Cn1cnc2c(NCc3ccco3)ncnc21 | -15.3% | -12.6% | -1.1% | 0.8%&-0.3% | -2.2% | -1.3% | -0.8%[57.1 µM] | -6.8% | 27.1%&5.7%
24 | COc1ccccc1N1CCN(/N=C\c2ccccc2)CC1 | u | -10.4% | 25.9% | -0.8% | -12.6%[0.501 µM] | 31.8% | -34.0% | -2.6% | -23.9%
25 | COc1cc2c(cc1OC)C(C)N(CCN1C(=O)c3ccccc3C1=O)CC2 (configuration not stated) | -1.5% | 1.9% | -20.2% | -9.0% | 15.7% | -4.2% | -4.9% | -5.9% | -27.7%
26 | Cc1ccccc1S(=O)(=O)c1c(C)cc(C)n(C)c1=O | -0.8% | -16.1% | 12.7% | -5.6% | 7.9% | -3.2% | -2.7% | -1.8% | 88.7%[activator]
27 | COc1ccc(NC(=O)CN(C)C(=O)C(C)N2C(=O)c3ccccc3C2=O)cc1 (configuration not stated) | 8.9% | -15.7% | x | -18.5% | u | -4.0% | -12.4% | x | 32.8%[activator]
28 | CCCc1nnc(SCC(=O)Nc2cccc(C(F)(F)F)c2)o1 | 6.6% | -8.6% | 24.7% | 0.1% | 17.9% | 40.0%[activator] | -7.2% | -1.6% | -6.1%
29 | CCCn1c(CCC(=O)Nc2ccccc2OC)nc2cccnc21 | -2.4% | -22.5% | 3.1% | -25.3% | 8.8%[59 µM] | x | -13.9% | 1.0% | u
30 | Cc1c([N+](=O)[O-])c([N+](=O)[O-])nn1CC(=O)N1CCOCC1 | -23.3% | -7.7% | -17.9% | 0.6% | 10.5%[59 µM] | -3.2% | -9.2% | -0.3% | -7.1%
31 | COc1ccc(Oc2ncccc2[N+](=O)[O-])cc1 | -20.6% | 9.5% | 1.1% | -14.2% | -33.0% | u | -17.6% | 0.5% | 20.5%
32 | CC1=NN(c2ccccc2)C(=O)/C1=C/N(C)C | u | -6.4% | 0.6% | -1.9% | x | 12.3% | -10.6% | -2.1% | u
33 | CCOC(=O)c1ccccc1NC(=O)CSc1ccc(-c2cccs2)nn1 | -13.8% | -19.8% | -12.8% | -11.9% | -0.6%[59 µM] | x | 0.0% | -2.7% | 8.4%
34 | COC(=O)c1ccccc1NC(=O)c1ccco1 | 8.3% | -6.5% | 9.6% | -6.0% | -3.1% | 19.7% | -4.5% | -4.7% | 16.1%
35 | O=C(NCCN1CCOCC1)c1ccc2c(c1)N(Cc1ccccc1F)C(=O)c1ccccc1S2(=O)=O | -24.7% | -14.0% | 21.9% | 13.7% | -11.6% | 39.8% | -11.8% | 0.6% | 2.4%
36 | O=C(Nc1ccon1)c1ccc2c(c1)OCO2 | -3.1% | -4.2% | 1.3% | -2.5% | -8.2%[59 µM] | 9.4% | 3.5% | 1.9% | 13.0%
37 | CCc1nnc(NC(=O)CSc2nc(C)c3c(c2C#N)CCCC3)s1 | 1.7% | -19.9% | 5.7% | -6.1% | -31.0% | 5.3% | 2.9% | -7.1% | 19.6%
38 | CCC(C)NC(=O)c1ccc(NC(=O)C2=C(C)OCCS2)cc1 (configuration not stated) | 2.8% | -3.5% | 1.9% | -12.3% | -0.3% | 30.3% | -13.6% | -0.4% | 133.4%[activator]
39 | COCC(C)n1c(SCC(=O)N2CC(=O)Nc3ccccc32)nc2ccccc2c1=O (configuration not stated) | 3.4% | -15.5% | x | -2.7% | 8.0%[2.33 µM] | 5.4% | -23.5% | x | 29.6%
40 | COC(=O)CC(NC(=O)c1ccco1)c1cccc2ccccc12 (configuration not stated) | -5.4% | -9.1% | -17.7% | -3.3% | -12.4% | -1.2% | -10.4% | 1.3% | 10.4%
41 | O=C(Nc1ccc(F)cc1)c1ccccc1F | -30.9% | -7.8% | 20.0% | -10.3% | -0.5%[59 µM] | 1.2% | 6.0% | -3.3% | 4.6%
42 | CCn1c(=O)c2cc(C(=O)NCCCN3CCN(c4ccc(F)cc4)CC3)sc2c2ccccc21 | -33.9% | -4.6% | 10.3% | -4.2% | u | x | u | 6.4% | -0.1%
43 | CCCCN(C)C(=O)CN1C(=O)CCn2nc(-c3cn(C)c4ccccc34)cc21 | -34.1% | -15.3% | 13.7% | -15.1%[60.1 µM] | 11.9%[59 µM] | x | -17.9% | 0.7% | -11.6%
44 | CC(=O)Nc1ccc(C)cc1NC(C)=O | -3.1% | -10.3% | -0.9% | 3.4% | 1.5%[59 µM] | -2.7% | -18.7% | -2.4% | -7.1%
45 | COc1ccc(Cl)cc1S(=O)(=O)Nc1ccc2[nH]c(=O)[nH]c2c1 | -16.7% | -16.2% | 10.3% | 4.2% | u | x | -14.7% | -1.3% | 12.2%
46 | CN1C(=O)N(C)c2ccc(C=O)c3cccc1c23 | -2.0% | -1.6% | 27.1% | 1.4% | -18.7% | u | -16.1% | 3.0% | 29.1%
47 | Cc1ccc2oc(=O)c(/C=C(\O)c3sc(C)nc3C)nc2c1 | -27.8% | -16.1% | 83.4% | -2.2% | u | 1.6% | u | -1.0% | 109.8%[activator]

Part of the list above in order of molar mass, rising.
entry | mol | BAZ2B block | POLH inh | POLB inh | Pol kappa inh | G9a inh | APE1 inh | JMJD2A Tudor inh | BLM inh | Pol iota inh
41 | O=C(Nc1ccc(F)cc1)c1ccccc1F | -30.9% | -7.8% | 20.0% | -10.3% | -0.5%[59 µM] | 1.2% | 6.0% | -3.3% | 4.6%
31 | COc1ccc(Oc2ncccc2[N+](=O)[O-])cc1 | -20.6% | 9.5% | 1.1% | -14.2% | -33.0% | u | -17.6% | 0.5% | 20.5%
26 | Cc1ccccc1S(=O)(=O)c1c(C)cc(C)n(C)c1=O | -0.8% | -16.1% | 12.7% | -5.6% | 7.9% | -3.2% | -2.7% | -1.8% | 88.7%[activator]
38 | CCC(C)NC(=O)c1ccc(NC(=O)C2=C(C)OCCS2)cc1 (configuration not stated) | 2.8% | -3.5% | 1.9% | -12.3% | -0.3% | 30.3% | -13.6% | -0.4% | 133.4%[activator]

High-throughput results deposited in PubChem by National Center for Advancing Translational Sciences (NCATS).
